KCNK3 block: human KCNK3 channel inhibition, primary screen; B-score at 10 µM; 0.84% of 340,000 active; AID 602410; CHO-KCNK3 thallium flux, FluxOR fluorescence; stronger effect = lower value;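 active means B-score under library mean minus 4 SD, starting fluorescence ratio at most library mean plus 5 SD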;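 further: more negative B-score means stronger inhibition of thallium flux through KCNK3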
KCNQ1 inh: inhibitors of human KCNQ1 potassium channel. B-score at 10 µM. CHO-K1 KCNQ1, FluxOR thallium flux fluorescence; stronger effect = higher value. P51787. 1.3% of 310,000 active;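 active means compounds whose thallium flux B-score, printed positive for inhibition, exceeds three library SD while starting fluorescence stays within three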;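 further: channel opened by potassium depolarization with thallium stimulus after 20 min compound exposure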
Target sequence (P51787 whole entry, looked up): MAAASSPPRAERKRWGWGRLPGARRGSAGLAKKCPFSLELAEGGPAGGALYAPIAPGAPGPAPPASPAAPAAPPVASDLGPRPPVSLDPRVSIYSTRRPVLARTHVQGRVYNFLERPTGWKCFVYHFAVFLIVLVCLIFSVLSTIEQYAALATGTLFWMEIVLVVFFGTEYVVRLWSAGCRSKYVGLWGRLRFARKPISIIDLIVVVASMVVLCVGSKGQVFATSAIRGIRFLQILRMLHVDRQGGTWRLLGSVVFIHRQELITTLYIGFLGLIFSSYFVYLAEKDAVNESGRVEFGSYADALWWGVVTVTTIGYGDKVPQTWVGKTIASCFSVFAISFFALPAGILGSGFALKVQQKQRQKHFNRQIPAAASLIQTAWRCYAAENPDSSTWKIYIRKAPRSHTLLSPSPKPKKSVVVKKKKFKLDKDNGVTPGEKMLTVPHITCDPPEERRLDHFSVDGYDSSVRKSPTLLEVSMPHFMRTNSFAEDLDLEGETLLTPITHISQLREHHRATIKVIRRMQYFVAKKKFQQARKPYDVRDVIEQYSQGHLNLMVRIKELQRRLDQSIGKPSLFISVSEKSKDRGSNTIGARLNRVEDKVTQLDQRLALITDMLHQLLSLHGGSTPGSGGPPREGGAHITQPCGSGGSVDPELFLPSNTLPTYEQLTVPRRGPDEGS
RGS4 block: human RGS4 inhibition; HEK293 M3R/RGS4 inducible, Fluo-4 calcium flux; stronger effect = higher value; triggered by carbachol at its EC20; B-score at 10 µM; 0.45% of 310,000 active; AID 463165;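 active means B-score, a plate-corrected calcium signal, over three deviations above library mean, with baseline fluorescence within five deviations of library mean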;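 further: RGS4 expression induced by doxycycline in cells with stable M3 receptor; B-score is computed from the integrated fluorescence ratio over baseline after carbachol; higher B-score means a larger calcium signal and so more RGS4 inhibition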
Target sequence (P49798 whole entry, looked up): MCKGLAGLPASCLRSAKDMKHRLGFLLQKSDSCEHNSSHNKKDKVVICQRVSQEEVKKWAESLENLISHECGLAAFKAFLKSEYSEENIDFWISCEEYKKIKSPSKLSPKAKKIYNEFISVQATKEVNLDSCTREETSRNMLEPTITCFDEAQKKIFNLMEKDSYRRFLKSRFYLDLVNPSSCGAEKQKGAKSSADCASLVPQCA
KCNQ1 act: potentiators or activators of human KCNQ1 potassium channel | 0.35% of 310,000 active | AID 2648 | B-score at 10 µM | P51787 | CHO-K1 KCNQ1, thallium flux FluxOR fluorescence; stronger effect = higher value;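 active means fluorescence ratio B-score, a plate-corrected score, at least three library SD, with initial intensity B-score within 5 SD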
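assay system = KCNQ1-transfected CHO-K1 cells | medium = assay buffer with matched DMSO | probe or stimulus = depolarizing K+/Tl+ stimulus, K2SO4 and Tl2SO4 each 12.5 mM in 5x stock | dosing = single dose | incubation = dye 90 min, compound 20 min, room temperature | detection = kinetic FluxOR fluorescence, 10 s baseline plus 110 s post-stimulus | evaluation = ratio B score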
KCNK9 inh: inhibitors of human KCNK9 two-pore domain potassium channel; B-score at 10 µM; AID 488922; HEK293 KCNK9, FluxOR thallium flux fluorescence; stronger effect = lower value; 1.2% of 310,000 active; Q9NPC2;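 active means ratio B-score over 3 SD below the library mean, with starting fluorescence within 5 SD of its mean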;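 further: negative B-score means less thallium flux so channel inhibition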
Dyrk1A ADPGlo: inhibitors of rat Dyrk1A kinase. inhibition, % at 12.5 µM. ADP-Glo luminescence, NFATc1 peptide. Q63470. 0.43% of 310,000 active; in the data active means inhibition above about 50%;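 further: plate controls were vehicle with enzyme for no effect and no enzyme for full effect; many of its hits are not listed in these tables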
GSK3B inh: blocks human GSK3beta kinase activity; P49841; GST-GSK3beta kinase, ADP-Glo luminescence, 60 min; stronger effect = lower value; activity score (negative = inhibition), % at 10 µM; 0.038% of 300,000 active; AID 2097;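 active means more than half of replicate wells score below -50%, meaning over 50% inhibition versus plate controls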;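 further: 0% = median DMSO wells and -100% = median GW8510 positive control wells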
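test system = GST-tagged human GSK3beta kinase, cell-free | reagent = 25 µM ATP with peptide substrate | dosing = one dose of 10 µM per compound | schedule = 60 min reaction, RT | detection = luminescent ADP-Glo measurement of ADP formed | control set = DMSO neutral wells and GW8510 at 20 µM as positive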
RGS4 pot: RGS4 potentiation or activation; 0.92% of 310,000 active; HEK293 M3R/inducible RGS4, carbachol calcium flux Fluo4; stronger effect = lower value; B-score at 10 µM;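 active means B-score of the integrated calcium signal more than 4 SD below the library mean, with starting fluorescence not abnormally high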;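 further: negative B-score means reduced calcium response which marks RGS4 activation or potentiation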
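Material: M3R-expressing HEK293 line, RGS4 induced by doxycycline | Schedule: Overnight RGS4 induction, 30 min dye load 37 °C, 20 min compound RT | Measured by: Fluo4 fluorescence kinetic imaging of calcium | Read-out: Integrated calcium ratio converted to B score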
GSK3A inh: inhibitors of human GSK-3 alpha kinase; ADP-Glo luminescence, 60 min; inhibition, % at 10 µM; 0.1% of 320,000 active; P49840;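 in the data active means inhibition above about 50%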;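 further: GST-tagged GSK-3 alpha with peptide substrate and 25 µM ATP; 0% = DMSO neutral wells and 100% = GW8510 positive control wells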
PolyA inhibitor: yeast polyadenylation inhibition; calls only at 12 µM; 0.02% of 300,000 active; S. cerevisiae SKY197-pL101 polyadenylation reporter, beta-gal luminescence; efflux-impaired pdr1/pdr3 knockout yeast; score 100 = 6 SD above DMSO; AID 1875;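 active means lowest replicate activity score at least 50, where 100 means six control SD above control mean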;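 further: yeast exposed to compound for 9 h at 30 °C; higher score means more reporter readthrough which indicates perturbed polyadenylation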
hERG protect: shields human hERG channel from block by proarrhythmic agents; CHO-hERG, FluxOR thallium flux, dofetilide IC70 present; Q12809; activation (rescue from dofetilide block), less the hit threshold, % at 10 µM; 0.51% of 310,000 active;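 active means activation above the mean of controls blocked by dofetilide plus 5 SD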;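 further: thallium influx through hERG after potassium depolarization seen as dye fluorescence rise; in these data hits start at about 4.7%; inactives centre near -7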
Starred values were filed as active, the others as inactive; i = inactive; nt = not tested or not shown.

SMILES	KCNK3 block	KCNQ1 inh	RGS4 block	KCNQ1 act	KCNK9 inh	Dyrk1A ADPGlo	GSK3B inh	RGS4 pot	GSK3A inh	PolyA inhibitor	hERG protect
CCc1ccc(N2CC(O)(c3cccs3)[N+]3=C2SCCC3)cc1 (stereo not drawn)	i	i	i	i	i	nt	0.8	-7.48*	-0.1	nt	-8.1
Cc1cc(C)c(-n2c(SCCS(=O)(=O)c3ccc(F)cc3)n[nH]c2=O)c(C)c1	i	i	i	i	i	-1.2	1.7	i	3.8	i	-8.7
CN(CC(=O)Nc1ccccc1C(F)(F)F)C(=O)c1ccc(-c2ccc(Cl)cc2)o1	i	i	i	i	i	9.5	2.9	i	2.6	i	-18.1
COc1ccc(S(=O)(=O)N(C)C)cc1NCC(=O)Nc1ccc(F)cc1F	i	i	i	i	i	-5.3	0.5	i	-0.4	i	-5.8
O=C(NC1CCS(=O)(=O)C1)/C(=C\c1ccccc1)NC(=O)c1ccccc1 (stereo not drawn)	i	i	i	i	i	-4.0	1.9	i	-1.3	i	-10.1
Cc1ccc(S(=O)(=O)NC(C)(C)CSc2nnc(Nc3ccccc3)s2)cc1	i	i	i	i	i	3.8	-2.7	i	-3.0	i	0.8
CCN1C(=O)/C(=C/c2cn(C)nc2C)SC1=S	i	i	i	i	i	0.7	3.7	i	nt	i	-14.2
Cc1cccc(OC(C)C(=O)N2CCCN(C)CC2)c1C (stereo not drawn)	i	i	i	i	i	nt	-0.1	i	-2.6	i	-9.2
Cc1ccc(Cl)cc1-n1ncc2c(NNC(=O)c3ccco3)ncnc21	i	i	i	i	i	3.0	-1.4	i	-2.1	i	-20.7
CC1CCCN(CCCOc2ccc(Cl)cc2Br)C1 (stereo not drawn)	i	i	i	i	i	1.4	0.2	i	4.0	i	-1.0
O=Cc1c[nH]c2ccc(C(=O)c3ccccc3)cc12	i	i	i	i	i	11.9	-2.3	i	-2.0	i	-3.3
Cc1ccccc1S(=O)(=O)Cc1ccc(C(=O)NCCN(CC(C)C)CC(C)C)o1	i	i	i	i	i	-4.0	0.9	i	-4.0	i	-0.9
O=c1c(C(c2ccccc2)c2c(O)nc3n(c2=O)CCCS3)c(O)nc2n1CCCS2	i	i	i	i	i	7.6	3.3	i	-2.1	i	-9.1
CCOC(=O)NCCOC(=O)Nc1ccc(Cl)cc1	i	i	i	i	i	-0.6	-1.9	i	-0.3	i	-1.9
COCCCNC(=O)C1CCC(CNS(=O)(=O)c2ccc3c(c2)N(C(C)=O)CCO3)CC1 (stereo not drawn)	i	i	i	i	i	-6.3	-5.2	i	nt	i	-11.8
COC(=O)c1ccc(COC(=O)c2cccn2C)o1	i	i	i	i	i	-10.6	0.4	i	-3.0	i	-0.7
O=c1oc2ccccc2n1Cc1cccc(C(F)(F)F)c1	i	i	i	i	i	12.6	-1.7	i	1.6	i	-8.5
O=C(Nc1ccccc1Cl)C1C(c2ccccc2)C1(Cl)Cl (stereo not drawn)	i	6*	i	i	i	1.9	-8.1	i	-2.6	i	-10.9
CC(C)(C)c1ccc(S(=O)(=O)N2CCC(N3CCCCC3)CC2)cc1	i	i	i	i	i	-0.8	1.4	i	1.2	i	-7.6
CC(=O)c1c(C(C)=O)c(C)n(-c2ccc(N)cc2)c1C	i	i	i	i	i	-1.6	-2.6	i	-1.4	i	-7.1
O=C1Nc2ccccc2/C1=N/N=C/c1cccc(O)c1	i	i	8.95*	i	i	-1.2	-20.6	i	-1.9	i	-8.3
O=C(OCC(=O)N1CCN(C(=O)c2ccco2)CC1)C1=COCCO1	i	i	i	i	i	-9.5	-1.3	i	-1.4	i	1.3
CC1Sc2ccc(S(=O)(=O)N3CCC(C(N)=O)CC3)cc2NC1=O (stereo not drawn)	i	i	i	i	i	-4.8	0.6	i	1.8	i	-10.9
CCOC(=O)c1c(SCc2ccccc2)n[nH]c1N	i	i	i	i	i	1.9	0.3	i	-0.9	i	-8.3
Cc1ccc(N)cc1CN1CCCC1=O	i	i	i	i	i	1.4	0.6	i	-3.4	i	-6.0
O=C(c1cccnc1)N1CCN(S(=O)(=O)c2ccc3ccccc3c2)CC1	i	i	i	i	i	3.9	-0.9	i	-1.3	i	-10.8
S=C(c1ccccc1)N1CCSCC1	i	i	i	i	i	-2.3	-1.2	i	-1.3	i	-5.1
NC(=O)CSc1nnc(-c2ccccn2)n1Cc1ccco1	i	i	i	i	i	1.0	-0.4	i	-0.4	i	-5.4
CSCCC(NC(=O)c1ccc(Cl)cc1Cl)C(=O)NCc1ccccn1 (stereo not drawn)	i	i	i	i	i	-8.8	2.5	i	-1.9	i	-9.9
O=S(=O)(NCc1ccccc1)NCc1ccccc1	i	i	i	i	i	-2.6	0.0	i	-3.0	i	-5.6
CCOC(=O)CN1C(=O)N(c2ccccc2OC)S(=O)(=O)c2ccccc21	i	i	i	i	i	3.9	2.2	i	-3.7	i	-1.3
Cc1ccc(SCc2cc(=O)[nH]c(/N=C(\N)Nc3ccc(C)c(C)c3)n2)cc1	i	i	i	i	i	0.7	0.9	i	4.9	i	-9.1
CCCCN(C(=O)/C=C/c1ccc(OC)cc1)C1CCS(=O)(=O)C1 (stereo not drawn)	i	i	i	i	i	-4.7	-1.1	i	-3.8	i	-8.4
CCOc1ccc(S(=O)(=O)n2cc(F)c(=O)[nH]c2=O)cc1[N+](=O)[O-]	i	i	i	i	i	-3.6	4.6	i	-1.7	nt	-5.8
CCC(C)(C)NC(=O)C1CCN(S(=O)(=O)c2cccs2)CC1	i	i	i	i	i	2.3	-2.5	i	nt	i	-8.2
CCc1ccc(OCC(=O)NC(=S)Nc2ccc(C(C)=O)cc2)c(Br)c1	i	i	i	i	i	-1.3	-4.2	i	-2.0	i	4.9*
O=C(CNC(=O)c1ccco1)Nc1cccc(Cl)c1	i	i	i	i	i	-0.2	-2.3	i	2.4	i	-10.2
COC(=O)N1CC=CC1(C)C(=O)NCc1cc(F)cc(C(F)(F)F)c1 (stereo not drawn)	i	i	i	i	i	2.1	-0.6	i	-0.8	i	-4.5
c1ccc(CCc2cn(C[C@H]3CC[C@@H]([C@@H]4CC[C@H](Cn5cc(CCc6ccccc6)nn5)O4)O3)nn2)cc1	i	i	i	i	i	6.4	-6.8	i	-1.1	i	-10.5
CCOC(=O)N1CCN(C(=O)CNC(=O)c2ccc(Br)cc2)CC1	i	i	i	i	i	0.5	1.7	i	-2.1	i	-7.4
CCOC(=O)C1CCCN(CC(=O)Nc2cccc(C(C)=O)c2)C1 (stereo not drawn)	i	i	i	i	i	23.0	-2.1	i	0.9	i	-7.7
CC(=O)NC(Cc1ccccc1)C(C)=O (stereo not drawn)	i	i	i	i	i	6.2	4.4	i	1.5	i	-8.7
CCO[C@@H]1OC(C(=O)N2CCCCCCC2)=C[C@H](c2ccc(C(F)(F)F)cc2)[C@H]1CCCO	i	i	i	i	i	7.0	2.0	i	-1.0	i	-8.6
CCOc1ccc(-n2c(COc3ccccc3)nnc2SCC(N)=O)cc1	i	i	i	i	i	3.7	0.9	i	-0.6	i	-12.5
CC(=O)N1CCCc2cc(S(=O)(=O)N3CCC(C)CC3)ccc21	i	i	i	i	i	-5.6	-0.2	i	0.7	i	-5.7
O=C(CNC(=O)c1ccccc1)NCC(=O)OCC(=O)c1ccccc1	i	i	i	i	i	-4.3	0.8	i	-3.3	i	2.0
Clc1ccc(NC2=NCCC2)cc1Cl	i	i	i	i	i	12.6	-0.7	i	-0.8	i	-4.9
c1ccc(C2[C@H]3CN(CC4CCCCC4)[C@H](c4ccccc4)C34CC2(c2cccnc2)C4)cc1 (stereo partly drawn)	i	i	i	i	i	8.7	-3.8	i	-4.6	i	-3.4
O=C1C2C3CCC(C3)C2C(=O)N1CNc1ccccc1 (stereo not drawn)	i	i	i	i	i	-6.0	1.5	i	-2.3	i	-4.1
CCc1ccc(NC(=S)Nn2cnnc2)cc1	i	i	i	i	i	7.0	1.7	i	0.0	i	-1.0
(listing goes on)
SMILES	KCNK3 block	KCNQ1 inh	RGS4 block	KCNQ1 act	KCNK9 inh	Dyrk1A ADPGlo	GSK3B inh	RGS4 pot	GSK3A inh	PolyA inhibitor	hERG protect
CCOc1c(Br)cc(CNCc2cccs2)cc1OC	i	i	i	i	i	-10.3	-2.8	i	nt	i	-11.3
COc1cc2[nH]c(=S)n(NC(=O)CC(C)C)c(=O)c2cc1OC	i	i	i	i	i	16.9	0.9	i	-1.1	i	-10.0
O=C(CCC1CCCCC1)Nc1nncs1	i	i	i	i	i	-3.8	0.9	i	2.3	i	-9.6
O=C(CN1C(=O)C2CC=CCC2C1=O)NC1CCCc2ccccc21 (stereo not drawn)	i	i	i	i	i	2.9	2.0	i	-0.2	i	-6.7
CC(=O)Nc1ccc(NC(=O)c2ccccc2Sc2ccc([N+](=O)[O-])cc2Cl)cc1	i	i	i	i	i	-4.3	1.2	i	0.1	i	-5.0
Cc1cc2nc(SC(C)C(=O)O)[nH]c2cc1C (stereo not drawn)	i	i	i	i	i	4.0	-23.9	i	-2.3	i	-11.6
O=C(c1cccc(Cl)c1)N(Cc1cccs1)C1CCS(=O)(=O)C1 (stereo not drawn)	i	i	i	i	i	-8.7	1.1	i	-1.4	i	-7.4
OCCC1CN(Cc2ccc(F)cc2)CCN1CCc1ccccc1 (stereo not drawn)	i	i	i	i	i	nt	-2.5	i	6.6	i	-6.3
CN1c2ccsc2/C(=N/Nc2ccc(F)cc2)CS1(=O)=O	i	i	i	i	i	-2.1	3.4	i	-2.3	nt	-7.6
NS(=O)(=O)c1ccc(NC(=O)CN2C(=O)CCC2=O)cc1	i	i	i	i	i	5.1	-2.0	i	-2.0	i	-15.7
CCCn1c(SC(C)C(=O)NCC2CCCO2)nc2sc(CC)cc2c1=O (stereo not drawn)	i	i	i	i	i	5.8	1.2	i	-1.2	i	-6.8
N#CCC(=O)N1CCn2c1nc1ccccc12	i	i	i	i	i	4.1	0.5	i	1.0	i	1.3
C#CCOCCOCCOCCNc1nc(N2CCN(C(=O)Cn3cc(CCO)nn3)CC2)nc(N2CCN(C(=O)[C@H](C(C)C)n3cc(CCO)nn3)CC2)n1	i	i	i	i	i	1.2	-10.4	i	-1.5	i	-7.6
Cc1ccc(C)c(NC(=O)CSc2nnc(CNC(=O)c3ccco3)n2C)c1	i	i	i	i	i	4.1	1.1	i	-2.1	i	-4.2
CC(C)c1ccccc1OCCNC(=S)NC(=O)c1cccnc1	i	i	i	i	i	nt	-3.3	i	nt	i	-4.5

An excerpt; rates above refer to the full screens.
